Compound activity from PubChem.
hERG WT inh: inhibitors of human wildtype KCNH2 potassium channel | 340,000 compounds, 0.37% hits | activity change, % at 1.84 µM | U2OS, BacMam KCNH2, thallium flux FluxOr; active compounds read low;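 active = maximum activity change below -70%; inconclusive = maximum activity change between -70% and -50%; inactive = maximum activity change above -50%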; also: % is scaled to controls: 0 for no effect and ±100 for the full control effect
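U2OS cells were transduced with wild-type KCNH2 virus (2.03 x 10^8 / mL) for 4 h at room temperature, then cultured overnight at 37 C. Thallium flux was read with FluxOr dye. Rate constants were normalized to DMSO controls.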
TCR activator: activates T cell receptor signaling; primary human leukocytes, anti-CD3, IL-2 HTRF, 48 h; 330,000 tested, under 10 active; Potency, µM (series often up to 9.22 µM), for the others: at the highest dose activation of IL-2 secretion, actives largely listed as activators; also: % of control where 0% means no effect
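48 hr co-incubation of compounds, a-CD3 beads and primary human leukocytes; IL-2 quantified homogeneously by HTRF with anti-IL-2 K and d2 conjugates.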
Tb PFK block: blocks T. brucei phosphofructokinase; O15648; T. brucei PFK, ADP-Glo luminescence; Potency, µM (doses to about 57.5 µM), for inactives: top-dose activity, negative = inhibition, actives largely listed as inhibitors; 330,000 compounds, 0.17% hits; AID 485367;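 also: potency is read from the fitted curve at half-maximal effect; 0% = uninhibited 1x PFK enzyme wells and -100% = no-enzyme wells; nearly all actives have a fitted effect of over 60% in size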
Target sequence (O15648 whole entry, looked up): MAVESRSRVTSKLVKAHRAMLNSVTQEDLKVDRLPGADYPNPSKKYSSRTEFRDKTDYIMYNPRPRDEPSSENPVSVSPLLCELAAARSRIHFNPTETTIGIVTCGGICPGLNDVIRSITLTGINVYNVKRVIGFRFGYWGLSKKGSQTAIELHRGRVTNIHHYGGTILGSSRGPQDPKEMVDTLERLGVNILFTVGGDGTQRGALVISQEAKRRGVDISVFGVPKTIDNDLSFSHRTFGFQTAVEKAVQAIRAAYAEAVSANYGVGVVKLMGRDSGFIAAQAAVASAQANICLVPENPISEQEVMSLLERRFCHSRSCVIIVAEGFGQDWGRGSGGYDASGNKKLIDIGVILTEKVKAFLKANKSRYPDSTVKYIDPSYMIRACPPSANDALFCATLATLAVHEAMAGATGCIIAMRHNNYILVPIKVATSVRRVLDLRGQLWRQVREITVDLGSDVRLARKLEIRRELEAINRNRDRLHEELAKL
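In TEA buffer at pH 8.0 with 5 mM MgCl2, enzyme (1.25 nM) converted F6P (0.5 mM) and ATP (0.1 mM) for 45 min at room temperature. ADP product was read by luciferase luminescence.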
CXXC DNA block: blocks binding of human MLL CXXC domain to DNA; AID 2662; 290,000 compounds, 0.037% hits; Potency, µM (doses to about 115 µM), without a hit: at the top dose activity change, negative = inhibition, actives largely listed as inhibitors; MLL-CXXC / FITC-HOXA9 DNA fluorescence polarization; active = well fitted inhibition curve with a large enough effect in the polarisation, with a control signal flat, not every such curve was filed as active; inconclusive = small, poorly fitted or top-dose-only effect, or effect the other way, or a change in a side signal; inactive = no such curve, though single readings can be large or run the other way; the % refers to the polarisation; also: potency is read from the fitted curve at half-maximal effect
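Purified MLL-CXXC (added from a 7 uM solution) was preincubated 5 min at ambient with pinned compounds in 50 mM Tris-HCl pH 7.5, 50 mM NaCl, 1 mM DTT, 0.05% BSA. Fluorescein-labeled HOX-A9 DNA (50 nM solution) followed, 30 min, then polarization read.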
Giardia kill: kills Giardia lamblia; Giardia lamblia trophozoite viability; activity change, % at 7.66 µM, hits read low; 340,000 compounds, 0.15% hits; AID 540267; in the data active = activity change below about -80%; inconclusive = between about -30% and that limit;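 also: parasites exposed to compound for two days anaerobically before the ATP read; % is scaled to controls: 0 for no effect and ±100 for the full control effect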
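Giardia lamblia trophozoites (100 cells/well) were incubated with compounds for 48 h at 37 deg C under anaerobic conditions. Viability was read as ATP content by one-step luminescence after 15-30 min at room temperature.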
TSHR antag: blocks TSH signaling through the human TSH receptor; AID 504810; activity change, negative = inhibition, % at 11.5 µM; 330,000 compounds, 0.2% hits; TSHR-expressing cells, TSH-stimulated cAMP HTRF, 2 h; active compounds read low; P16473;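 active = activity change below a set negative limit, meaning inhibition stronger than a set level, cut at about -70% in these data; inconclusive = activity change between two set negative limits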; also: % is scaled to controls: 0 for no effect and ±100 for the full control effect
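Inhibition of cAMP made by TSHR-expressing cells under TSH stimulation (4nM final, EC80; 2 h, 37 deg C) is quantified with a one-step lysis HTRF kit, anti-cAMP cryptate versus cAMP-d2.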
GALK inhibitor: blocks human galactokinase activity. P51570. Purified GALK, Kinase-Glo residual ATP luminescence. Potency, µM (series often up to 57.5 µM), inactives show top-dose activity change, negative = inhibition, hits mostly inhibitors. 270,000 compounds, 0.007% hits; also: potency is read from the fitted curve at half-maximal effect; % is scaled to controls: 0 for no effect and ±100 for the full control effect
Target sequence (P51570 whole entry, looked up): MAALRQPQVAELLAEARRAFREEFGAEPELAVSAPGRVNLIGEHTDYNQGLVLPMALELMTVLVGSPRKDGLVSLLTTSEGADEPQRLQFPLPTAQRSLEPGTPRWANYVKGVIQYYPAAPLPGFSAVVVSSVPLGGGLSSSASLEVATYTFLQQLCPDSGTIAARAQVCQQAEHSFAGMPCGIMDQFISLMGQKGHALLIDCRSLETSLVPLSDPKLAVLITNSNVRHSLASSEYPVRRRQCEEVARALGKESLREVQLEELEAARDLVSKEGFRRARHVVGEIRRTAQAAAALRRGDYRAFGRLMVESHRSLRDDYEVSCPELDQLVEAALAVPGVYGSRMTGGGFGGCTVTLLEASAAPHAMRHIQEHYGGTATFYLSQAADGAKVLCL
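Luminescence from leftover ATP (Ultra-Glo luciferase/luciferin) served as read-out after a 1 h room-temperature reaction of 5 nM GALK with 35 uM ATP and 100 uM galactose.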
Chronic BCR inh: chronic active BCR signaling inhibition | ABC-DLBCL IkBa-CBG/CBR reporter, luminescence ratio, 4 h | Potency, µM (top dose mostly 46.1 µM), inactives show top-dose ratio change, negative = lower green/red ratio, actives largely listed as inhibitors | 340,000 compounds, 0.05% hits; active = well fitted inhibition curve with a large enough effect in the signal ratio, with a control signal flat, not every such curve was filed as active; inconclusive = small, poorly fitted or top-dose-only effect, or effect the other way, or a change in a side signal; the % refers to the signal ratio;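 also: potency is read from the fitted curve at half-maximal effect; plate controls were basal doxycycline-induced cells for no effect and cells given 10 µM MG132 for full effect; MG132 reads +100%, hits lower the ratio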
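Compounds up to 46 uM were incubated four hours with TMD8 cells whose green CBG68 luciferase is fused to IkappaBalpha; red CBR luminescence normalised the signal, and concentration-effect curves were fitted to fusion, red and ratio data.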
Coupling enz: counter-screen for Giardia aldolase inhibitors: coupling enzyme system; coupling enzyme system counterscreen, AmpLite Red fluorescence; activity change, negative = inhibition, % at 58.2 µM, hits read low; 290,000 compounds, 0.67% hits; AID 2472; in the data active = activity change below about -30%; also: % is scaled to controls: 0 for no effect and ±100 for the full control effect
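Coupling enzymes only (glyceraldehyde-3-phosphate) + compound, at 57.5 uM final, 10 min RT; add substrate/coupling/AmpLite Red mix, 20 min RT; fluorescence ex 525/em 598 nm. Actives flag coupling-system interference.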
A-T KAP1 phos: potential ataxia-telangiectasia treatment; […] A-T fibroblasts, KAP-1 phosphorylation AlphaLISA; neocarzinostatin DNA damage 30 min before lysis; Potency, µM (titrated, usually from 57.5 µM), for inactives: at the highest dose activation, actives largely listed as activators; 320,000 compounds, 0.19% hits; also: potency is read from the fitted curve at half-maximal effect; % of control where 0% means no effect; nearly all actives have a fitted effect of over 45% in size
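hTERT-immortalized A-T patient fibroblasts ([…]), 500 cells/well in OPTI-MEM, 1% FBS, got compounds for 60 min, then NCS for 30 min at 37C. Lysates were then assayed for phospho-KAP-1 by AlphaLISA (anti-pKAP1 donor, anti-KAP1 acceptor beads), 6 hr at 25C.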
Active calls of the source: *; ? = inconclusive; · = not tested or not shown; & = joins results of further samples; [ ] = remark or other dose. Unless noted, calls follow the shape of the dose curve; as a rule, active = well fitted curve in the direction sought with a large enough effect; inconclusive = small, poorly fitted or top-dose-only effect, or another doubt; inactive = no such curve, though single readings can be large; an effect the other way counts as inactive or inconclusive.

SMILES	hERG WT inh	TCR activator	Tb PFK block	CXXC DNA block	Giardia kill	TSHR antag	GALK inhibitor	Chronic BCR inh	Coupling enz	A-T KAP1 phos
Cc1ccc(-c2ccc(=O)n(CC(=O)NCc3ccc(F)cc3)n2)cc1	0	4%	-3%	7%	-8	-2	-1%	-7%&-2%	0	0%
Cc1[nH][nH]c(=O)c1C(c1ccc(-c2ccc(Cl)c(Cl)c2)o1)c1c(C)[nH][nH]c1=O	2	3%	-5%	-12%	-6	3	0%	?	-45*	1%
O=C(NCc1nnc(SCc2ccccc2)n1-c1ccc(F)cc1)C12CC3CC(CC(C3)C1)C2	6	8%[46.1 µM]	-4%	-5%	11	-12	-4%	?	1	1%
O=C(NNc1nc2ccccc2s1)Nc1ccccc1	-5	-2%[46.1 µM]	-3%	4%	-8	-9	1%	?	-2	-4%
O=C(NCC1CCN(S(=O)(=O)c2ccccc2)CC1)Nc1ccc(F)cc1F	3	0%	-7%	0%	9	-8	9%	6%	1	1%
COc1ccccc1CNCc1cc(=O)oc2c(C)c(C)ccc12	-8	3%	8%	-2%	?	7	3%	?	-1	13%
COc1ccc(NC(=O)CN(c2cc(C)cc(C)c2)S(=O)(=O)c2c(C)n[nH]c2C)cc1	1	-4%	-1%	-6%	36[activator]	3	3%	?	3	4%
CCN(CC)S(=O)(=O)c1cccc(-c2n[nH]c(=S)n2Cc2ccccc2)c1	-7	0%	19%	14%	22	-1	10%	5%	3	8%
CN(C(=O)COC(=O)c1cc(=O)[nH]c2ccccc12)c1c(N)n(Cc2ccccc2)c(=O)[nH]c1=O	-7	0%	-5%	·	-19	-2	·	-9%	·	-13%
COc1cccc(C(=O)c2c[nH]c(C(=O)NCc3cccs3)c2)c1	-3	0%	-13%	2%	19	-14	-1%	?	0	-4%
COc1ccc(NC(=O)Cn2nnc(-c3ccccc3NS(=O)(=O)c3ccccc3)n2)cc1	13	-1%[46.1 µM]	-9%	3%	13	-4	0%	?	-14	-1%
CCc1ccc(CCC(=O)Nc2nc(CC(C)=O)ns2)o1	4	2%	-1%	-7%	4	-1	4%	-1%	1	2%

Some entries already given, showing only GALK inhibitor and Coupling enz.
structure | GALK inhibitor | Coupling enz
O=C(NCc1nnc(SCc2ccccc2)n1-c1ccc(F)cc1)C12CC3CC(CC(C3)C1)C2 | -4% | 1
O=C(NNc1nc2ccccc2s1)Nc1ccccc1 | 1% | -2

6 of the compounds above, with two lines to a compound.
Sequence of screens: hERG WT inh, TCR activator, Tb PFK block, CXXC DNA block, Giardia kill, TSHR antag, GALK inhibitor, Chronic BCR inh, Coupling enz, A-T KAP1 phos
COc1ccccc1CNCc1cc(=O)oc2c(C)c(C)ccc12
  -8, 3%, 8%, -2%, ?, 7, 3%, ?, -1, 13%
COc1ccc(NC(=O)CN(c2cc(C)cc(C)c2)S(=O)(=O)c2c(C)n[nH]c2C)cc1
  1, -4%, -1%, -6%, 36[activator], 3, 3%, ?, 3, 4%
CCN(CC)S(=O)(=O)c1cccc(-c2n[nH]c(=S)n2Cc2ccccc2)c1
  -7, 0%, 19%, 14%, 22, -1, 10%, 5%, 3, 8%
CN(C(=O)COC(=O)c1cc(=O)[nH]c2ccccc12)c1c(N)n(Cc2ccccc2)c(=O)[nH]c1=O
  -7, 0%, -5%, ·, -19, -2, ·, -9%, ·, -13%
COc1cccc(C(=O)c2c[nH]c(C(=O)NCc3cccs3)c2)c1
  -3, 0%, -13%, 2%, 19, -14, -1%, ?, 0, -4%
COc1ccc(NC(=O)Cn2nnc(-c3ccccc3NS(=O)(=O)c3ccccc3)n2)cc1
  13, -1%[46.1 µM], -9%, 3%, 13, -4, 0%, ?, -14, -1%

Further records follow.
SMILES	hERG WT inh	TCR activator	Tb PFK block	CXXC DNA block	Giardia kill	TSHR antag	GALK inhibitor	Chronic BCR inh	Coupling enz	A-T KAP1 phos
Cn1cnnc1SCC(=O)NC1CCCC1	3	3%	-4%	10%	-3	23	-4%	0%	0	2%
CC(C)Oc1cccc(C(=O)C2CCCN(C(=O)c3cncs3)C2)c1 (configuration not stated)	-11	-1%	2%	1%	-26	-2	-5%	-2%	·	-3%
O=C(CCN1CCN(c2ccc(Cl)cc2)CC1)Nc1ccccc1F	2	4%	-1%	-3%	-16	-3	-1%	1%	1	·
CCC(C)NC(=O)Cn1cnc2sc(C)c(S(=O)(=O)N3CCCCC3)c2c1=O (configuration not stated)	5	9%	-1%	16%	1	0	-1%	-1%	4	0%
COc1cccc(OC)c1C(=O)Nc1cccc(-n2cnnn2)c1	-10	-16%	2%	5%	6	-3	-9%	2%	1	3%
COc1cccc(C(=O)N2N=C(c3cccc(OC)c3)CC2(O)C(F)(F)F)c1 (configuration not stated)	-1	1%	0%	6%	1	4	-4%	?	-1	0%
Cc1cc(C)c2nc(-c3ccccn3)cc(C(=O)Nc3cc(C)on3)c2c1	8	-6%	1%	37%	-15	2	-2%	-5%	-2	6%
CCOc1ccc(CNC(=O)CCS(=O)(=O)c2ccc3c(c2)NC(=O)CO3)cc1OC	2	-1%	-2%	5%	-16	24	-4%	0%	-1	-4%
COc1ccc(CCNc2nc(-c3ccc(F)cc3)c(CC(=O)O)s2)cc1OC	-10	7%	-6%	8%	1	4	-1%	?	1	-3%
COCC(=O)/C=C1\Sc2ccccc2N1C	-11	0%	-2%	-4%	-4	4	0%	7%	0	-2%
OCCC1CN(C2CSCCSC2)CCN1Cc1ccccc1 (configuration not stated)	-2	-5%	2%	-4%	-3	-5	8%	3%	2	-13%
COc1ccc(Cl)cc1NC(=O)COC(=O)c1ccc(C)o1	-3	-11%	-19%	·	2	-3	·	1%	·	-1%
Cc1c(NS(=O)(=O)c2ccc(Br)s2)c(=O)n(-c2ccccc2)n1C	-20	2%	·	-8%	-3	·	0%	·	0	·
CCOC(=O)C1=C(C)N=c2s/c(=C/c3ccc(OCC(=O)O)cc3)c(=O)n2C1c1ccc(OC)cc1OC (configuration not stated)	-7	·	5%	?	-17	-26	1%	-2%	7	-7%
Cc1nnc2sc(-c3ccc(NC(=O)CSc4ccc(Cl)cc4)cc3)nn12	3	-21%[46.1 µM]	-3%	7%	14	-12	0%	?	1	0%
COc1ccc(OCCCC(=O)N(CCC2=CCCCC2)c2c(N)n(Cc3ccccc3)c(=O)[nH]c2=O)cc1	-4	0%	-10%	·	-10	8	·	11%	·	1%
Cc1c(N2C(=O)/C(=C\C3CC=CCC3)SC2=S)c(=O)n(-c2ccccc2)n1C (configuration not stated)	-16	-4%	1%	-2%	-21	6	2%	?	0	-1%
COc1ccc(-c2nc(CS(=O)(=O)CC(=O)NCCCN3CCOCC3)c(C)o2)cc1	0	8%	-2%	6%	-18	-12	-1%	2%	·	-9%
CCN(CC)Cc1c(C(=O)N/N=C/c2ccc(OCc3ccccc3C)cc2)nnn1-c1nonc1N	-123*	-6%	-5%	6%	1	3	0%	7%	-4	2%
CCOc1ccc(NC(=O)CN2CCN(CC(=O)Nc3ccc(OC)cc3OC)CC2)cc1	18	1%	0%	7%	-19	0	3%	-7%	-2	6%
CCOC(=O)N1CCN(S(=O)(=O)c2ccc(NC(C)=O)cc2)CC1	18	0%	-4%	-11%	-11	2	-4%	3%	2	7%
CCOc1cc(/C=N/NC(=O)c2cc(-c3cccnc3)nc3ccccc23)ccc1O	4	13%	7%	4%	-1	-10	10%	-24%	1	-2%
COc1ccc(-c2cc3c(=O)n(CC(=O)NC4CCN(Cc5ccccc5)CC4)ncn3n2)cc1	15	-3%	-12%	48%[activator]	-25	-9	4%	?	-2	5%
CCN(CC)c1ccc(CN(C(=O)c2ccco2)C2CCS(=O)(=O)C2)cc1 (configuration not stated)	2	·	3%	0%	-16	-4	0%	0%	2	4%
COC(=O)c1c(C)[nH]c(C(=O)OCC(=O)NC(C)(C)C)c1C	-2	-30%	3%	?	-12	-4	-3%	-4%	0	0%
COc1cc2cc(CN(CCCN3CCOCC3)C(=O)Nc3ccccc3F)c(=O)[nH]c2cc1OC	-5	0%	11%	1%	10	-2	10%	10%	0	-3%
Cc1ccc(C(=O)N/N=C\c2ccc(Br)o2)o1	1	-1%	-5%	-1%	-8	-7	1%	-6%	3	-2%
O=C(C1=C(O)C(=O)N(CCCN2CCOCC2)C1c1ccccn1)c1cc2ccccc2o1 (configuration not stated)	6	-3%	3%	-4%	5	20	5%	0%	2	2%

Random draw from the library. Share with any hit: about 1.6%.
